Growth percent in the NCI-60 one-dose screen (48 h, 10 µM unless noted): 100 = growth as untreated, 0 = no growth, -100 = all killed.
LOX IMVI = LOX IMVI melanoma. 79,000 compounds, 7.4% hits
SK-MEL-28 = SK-MEL-28 melanoma; 81,000 compounds, 4.1% hits; AID 1794761
UACC-62 = UACC-62 melanoma. 81,000 compounds, 5.4% hits
SK-MEL-5 = SK-MEL-5 melanoma; 80,000 compounds, 6.4% hits; AID 1794755
MALME-3M = MALME-3M melanoma; 78,000 compounds, 5.8% hits
MDA-MB-435 = MDA-MB-435 melanoma | 82,000 compounds, 7.8% hits
UACC-257 = UACC-257 melanoma; 78,000 compounds, 4.4% hits; AID 1794764
SK-MEL-2 = SK-MEL-2 melanoma; AID 1794763; 77,000 compounds, 4.7% hits
* = called active by the depositor; / = no result given; & = joins results of further samples. How the source made its calls: active means growth percent below 10; inactive means the rest.

Values run as follows: MALME-3M	SK-MEL-5	UACC-62	SK-MEL-28	SK-MEL-2	MDA-MB-435	UACC-257	LOX IMVI
> COc1cc(-c2nc(NC(C)=O)sc2-c2ccnc(NCCCNS(=O)(=O)c3ccc(Cl)cc3)n2)ccc1Cl
  47	47	38	38	36	38	54	54
> CN(C)c1nc(-c2ccco2)n2nc(-c3cccs3)cc2n1
  102	86	83	112	121	100	123	82
> COc1cc(-c2ccc(C)n2-c2ccc(-c3nc4cc(OC)c(OC)c(OC)c4s3)cc2)cc(OC)c1OC
  91	84	74	116	/	97	116	82
> O=C(/C=C/c1cc([N+](=O)[O-])ccc1Cl)c1ccccc1
  102	87	70	104	107	86	104	-19*
> CCCCC/C(=C\c1ccccc1)C1OCC(COCC)O1 (configuration not stated)
  103	106	98	108	100	104	92	97
> Cc1c(C(CC(=O)O)c2ccccc2)c(=O)[nH]n1-c1ccccc1 (configuration not stated)
  100	100	99	104	98	/	103	102
> O=C(NCCCNc1nccc(-n2ccc3cccnc32)n1)c1ccc(Cl)cc1
  110	100	104	105	112	102	111	100
> Fc1ccc(-c2nc(Nc3ccc(-c4nc5ccccc5[nH]4)cc3)nc(N3CCOCC3)n2)cc1
  -73*	-98*	/	-85*	-71*	-86*	/	-93*
> O=C(Nc1cccc(Nc2ccc(Cl)nn2)c1)Nc1ccc(Cl)c(C(F)(F)F)c1
  87	36	27	66	69	60	55	56
> C/C(O)=C(/C=N\C(=S)Nc1ccc(Cl)c(Cl)c1)C(=O)Nc1ccccc1C
  88	93	85	98	106	94	96	91
> O=c1cc(C2NNC(=S)N2)c2ccc3ccccc3c2o1 (configuration not stated)
  104	97	86	114	106	102	116	88
> O=C(c1ccncc1)N1N=C(c2ccc(Cl)cc2)CC1c1c[nH]c2ccccc12 (configuration not stated)
  97	93	91	107	83	100	96	87
> Cc1sc2nc(N3CC(C)OC(C)C3)[nH]c(=O)c2c1C (configuration not stated)
  101	101	100	107	95	100	/	97
> Cc1ccc(NC(=O)c2ccccc2)c(NC(=O)c2ccccc2)c1
  117	102	90	108	103	111	108	100
> CNc1nc(S(=O)c2ccc(C#N)cc2)nc2ccccc12 (configuration not stated)
  55	84	81	94	105	88	85	76
> O=[N+]([O-])c1ccc(N/N=C/c2cccc(O)c2)nc1
  121	104	70	124	101	108	108	96
> O=c1sn(-c2cccc3ccccc23)c(=O)n1Cc1ccccc1
  97	104	93	114	/	104	89	100
> Nc1ncc(-c2cnn(C3CCNCC3)c2)cc1-c1nc2cc(Cl)ccc2o1
  -92*	/	-100*	-100*	-91*	-100*	-93*	-97*
> CCOC(=O)CCC(=O)Oc1ccc2c(c1)C(=O)c1ccc(OC(=O)CCC(=O)OCC)cc1C2=O
  123	97	96	101	92	105	103	104
> COc1ccc(-c2nc(N=Nc3c(O)[nH]c4ccc(Cl)cc34)nc(N3CCOCC3)c2C#N)cc1
  96	106	102	103	100	104	104	94

More structures
Values run as follows: MALME-3M	SK-MEL-5	UACC-62	SK-MEL-28	SK-MEL-2	MDA-MB-435	UACC-257	LOX IMVI
> CC(O)Cc1c[nH]c(=O)[nH]c1=O (configuration not stated)
  142	109	106	122	115	103	93	97
> COc1cc(N(C(C)=O)c2ccc(O)c(C(=O)O)c2)c2ncccc2c1
  108	96	102	109	104	107	116	92
> COc1cccc(N2CCN(C(=O)c3cc4ccccc4nc3Nc3cc(OC)c(OC)c(OC)c3)CC2)c1
  106	67	69	108	110	99	109	87
> CN(C)c1ccc(/C=N/N=C(N)N)cc1
  77	47	73	82	79	-14*	72	71
> COc1cccc2c(N=NC(=O)c3ccc(S(N)(=O)=O)cc3)c(O)[nH]c12
  103	99	100	112	112	100	107	100
> CC(C)(C)CC(C)(C)NC(=O)Nc1ncccc1OCc1ccccc1
  92	93	81	103	84	100	86	91
> COc1cc(-c2nc(-c3nnc(-c4ccc(F)c(Cl)c4)o3)c3ccccn23)cc(OC)c1OC
  13	40	34	41	26	50	40	58
> O=C(c1ccccc1)N(Cc1ccccc1)Cc1ccccc1
  90	90	76	113	/	106	93	99
> CC(O)(c1ccccc1)C(c1ccccc1)C1CCCCN1 (configuration not stated)
  98	103	96	109	117	99	96	97
> Cc1c(O)c(O)cc2c3c(oc12)CC(c1ccc(Cl)cc1)CC3=O (configuration not stated)
  126	92	53	110	82	99	96	63
> CCCCCC(CCCCC)=C(C#N)C(=O)OCC
  95	88	75	108	85	112	104	90
> O=C(/C=C/c1c[nH]c2ccccc12)c1cc2ccccc2o1
  /	102	88	97	105	92	98	92
> CON1CCC[C@]2(C)[C@H]3CC[C@@H]4[C@H]5[C@H]([C@@H](C)O)CC[C@]5(CO)CC[C@@]4(C)[C@]3(C)CC[C@H]2C1(C)C
  94	95	83	112	112	99	107	95
> O=S(=O)(NNS(=O)(=O)c1ccccc1)c1ccccc1
  103	99	100	100	106	99	100	99
> O=C(Nc1ccccc1)Nc1ncnc2c1ncn2-c1ccc(F)cc1
  74	101	96	92	109	88	99	98
> CC(=O)Nc1nc(-c2ccc(N3CCN(C)CC3)c(NS(=O)(=O)c3cccc4c(N(C)C)cccc34)c2)cs1
  -36*	12	13	-80*	65	52	-6.3*	-36*
> NC(=O)C1(N2CCCC2)CCN(Cc2ccccc2)CC1
  113	115	101	113	108	107	89	102
> O=S(=O)(O)c1ccc(N=Nc2cc(S(=O)(=O)O)c3ccccc3c2O)c2ccccc12
  98	110	104	126	/	122	92	98
> Cc1ccc(S(=O)(=O)N/N=C/C(=O)O)cc1
  114	100	92	105	117	98	110	99
> CCOC(=O)c1c(C)nn(CC(O)c2ccccc2)c1NC(=O)Nc1cccc(F)c1 (configuration not stated)
  101	95	77	104	91	87	91	95

Four structures out of the list, arranged by molecular weight, low to high.
Values run as follows: MALME-3M	SK-MEL-5	UACC-62	SK-MEL-28	SK-MEL-2	MDA-MB-435	UACC-257	LOX IMVI
> O=C(/C=C/c1c[nH]c2ccccc12)c1cc2ccccc2o1
  /	102	88	97	105	92	98	92
> Cc1c(O)c(O)cc2c3c(oc12)CC(c1ccc(Cl)cc1)CC3=O (configuration not stated)
  126	92	53	110	82	99	96	63
> COc1cc(-c2nc(-c3nnc(-c4ccc(F)c(Cl)c4)o3)c3ccccn23)cc(OC)c1OC
  13	40	34	41	26	50	40	58
> COc1cccc(N2CCN(C(=O)c3cc4ccccc4nc3Nc3cc(OC)c(OC)c(OC)c3)CC2)c1
  106	67	69	108	110	99	109	87

Further structures follow.
Values run as follows: MALME-3M	SK-MEL-5	UACC-62	SK-MEL-28	SK-MEL-2	MDA-MB-435	UACC-257	LOX IMVI
> NNc1ncnc2nc[nH]c12
  120	72	19	105	-7.4*	51	45	31
> CCCn1cnc2c(NCc3ccc(C)s3)nc(N[C@H](CC)CO)nc21
  97	95	94	106	102	104	106	95
> Oc1cccc(-c2nnc(-c3cccc(O)c3)nn2)c1
  92	87	70	108	/	93	92	78
> CCN(CC)CCCC(C)Nc1nccc2c(Cl)cccc12 (configuration not stated)
  /	95	94	128	96	108	93	88
> CC1NC(=S)NC(=O)/C1=C/c1cc(=O)oc2ccc(Cl)cc12 (configuration not stated)
  93	101	96	115	91	103	83	93
> O=c1[nH][nH]c(=O)c2c([N+](=O)[O-])cccc12
  84	108	/	110	125	90	124	102
> C[C@H]1CCC/C=C/[C@@H]2C[C@H](O)C[C@H]2[C@H](O)/C=C/C(=O)N1
  104	81	87	112	115	109	100	101
> COc1ccc(/C=C2\C=C(c3nc4ccccc4s3)OC2=O)cc1
  110	102	87	97	103	103	109	96
> Cc1ccc(N)cn1
  94	100	98	103	108	107	111	104
> Cc1[nH]c2ccccc2c1C(C[N+](=O)[O-])c1ccccc1 (configuration not stated)
  99	99	88	105	104	102	96	98
> CCCCCCCCCCCCCCCCOC(=O)c1ccccc1O
  108	98	99	118	116	103	97	107
> CN(C)CCCC(C#N)(c1ccccc1)C1CCCCC1 (configuration not stated)
  88	85	101	100	96	96	101	96
> Cc1ccc(-c2nc(N3CCN(C(=O)Nc4ccc(Cl)c(C(F)(F)F)c4)CC3)c3ccccc3n2)cc1
  105	84	70	89	96	80	90	65
> N#Cc1c(-c2ccc(Cl)cc2)nc(SCc2ccc([N+](=O)[O-])cc2)nc1N1CCNCC1
  48	44	12	8.1*	-2.3*	-63*	44	-62*
> O=S(=O)(Nc1ccc(Br)c(Cl)c1)c1ccc(-c2cnc(C3CC3)o2)cc1
  31	10	30	58	34	-17*	56	44
> COc1ccc(/C=C/C(=O)CC2(O)C(=O)Nc3cc(Br)ccc32)cc1 (configuration not stated)
  94	94	90	115	107	98	101	83
> COc1ccc(C2CC(=O)NC2=O)cc1OC (configuration not stated)
  108	94	94	97	102	106	99	94
> COc1ccc2c(c1)c1cc3ncccc3nc1n2C
  83	60	67	106	102	90	98	57
> Cc1nc([P+](c2ccccc2)(c2ccccc2)c2ccccc2)c(Sc2sc(-c3ccccc3)nc2[P+](c2ccccc2)(c2ccccc2)c2ccccc2)o1
  6.4*	-17*	19	54	4.0*	-9.1*	8.5*	/
> CC1(C)NCCC[C@]2(C)[C@H]3CC=C4[C@@H]5C[C@](C)(COC(=O)c6ccccc6C(=O)O)CC[C@]5(C)CC[C@@]4(C)[C@]3(C)CC[C@@H]12
  66	78	88	93	83	62	68	54

Profiles from above:
CCN(CC)CCCC(C)Nc1nccc2c(Cl)cccc12 (configuration not stated) in the list: MALME-3M = /; SK-MEL-5 = 95; UACC-62 = 94; SK-MEL-28 = 128; SK-MEL-2 = 96; MDA-MB-435 = 108; UACC-257 = 93; LOX IMVI = 88
COc1cc(N(C(C)=O)c2ccc(O)c(C(=O)O)c2)c2ncccc2c1 in the list: MALME-3M = 108; SK-MEL-5 = 96; UACC-62 = 102; SK-MEL-28 = 109; SK-MEL-2 = 104; MDA-MB-435 = 107; UACC-257 = 116; LOX IMVI = 92

The listing continues:
Values run as follows: MALME-3M	SK-MEL-5	UACC-62	SK-MEL-28	SK-MEL-2	MDA-MB-435	UACC-257	LOX IMVI
> COc1ccc(-c2cn[nH]c2-c2cc(OC)c(OC)c(OC)c2)cc1OCc1ccccc1
  37	/	22	49	3.0*	-62*	48	22
> CC(=O)OCC1C(C)C=CC(C)C1COC(C)=O (configuration not stated)
  87&94	98&98	87&96	109&102	109&110	99&104	90&93	89&111
> COc1ccc(-c2cc(C(=O)c3cc(C)c(C)cc3O)cn(NC(C)=O)c2=O)cc1
  107	63	62	104	101	82	101	92
> CC1CCOC(c2ccc(Cl)cc2Cl)O1 (configuration not stated)
  95	104	92	107	102	112	110	100
> Cc1cc(N(C)c2ccccc2)nc(N(C)c2ccccc2)n1
  99	100	94	99	100	99	97	93
> NC1=NOC(=O)C1C1CCCCC1 (configuration not stated)
  132	104	105	114	116	109	105	105
> CC1(C)N=C(N)N=C(N)N1c1ccc(CCCCc2ccccc2)c(Cl)c1
  52	-76*	8.8*	25	4.7*	28	3.2*	8.7*
> Oc1ccc(-c2ccc3c(c2)ncn3-c2ccccc2)cc1
  109	95	96	108	101	63	107	111
> CC(C)C(=O)NCCO
  104	106	105	103	/	105	105	101
> O=C(NCc1cn(Cc2cccc(Oc3ccccc3)c2)nn1)c1cccnc1Nc1ccc(Br)cc1
  86	88	62	115	/	79	121	87
> C/C(=N\O)c1ccc(NC(=O)CCN2CCN(c3cc4c(cc3F)c(=O)c(C(=O)O)cn4C3CC3)CC2)cc1
  99	104	101	108	106	105	97	93
> CCOC(=O)c1c(C)oc2ncnc(Nc3ccc(OCc4cccc(C)c4)cc3)c12
  126	99	81	101	100	104	/	92
> NC(Cc1c[nH]c2ccccc12)C(=O)O (configuration not stated)
  96&118	101&124	93&87	106&132	110	105&99	94&67	96&96

High-throughput results deposited in PubChem BioAssay by NCI.
